Bioassay records deposited in PubChem by National Center for Advancing Translational Sciences (NCATS).
AMA1-RON2 inh: AMA1-RON2 (P. falciparum) interaction inhibition. Potency, µM (titrated, usually from 58.2 µM), inactives show at the top dose activity change, negative = inhibition, most hits filed as inhibitors. 360,000 tested, 0.2% active. AlphaScreen AMA1-biotinylated RON2 peptide binding;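 further: 0% = vehicle wells and -100% = peptide control; nearly all actives have a fitted effect of over 45% in size; some results filed as inactive show a strong effect at the top dose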
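AMA1 (3D7) with his tag at 25 nM final met compounds first, then biotinylated RON2 peptide at 25 nM; detection used donor plus acceptor beads, 10 µg/mL apiece, read by AlphaScreen after 30 min at room temperature.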
TbPYK inhibitor: T. brucei pyruvate kinase inhibition. Q57TT1. TbPYK enzyme, Kinase-Glo Plus ATP luminescence, 45 min. Potency, µM (titrated, usually from 76.8 µM), for inactives: at the highest dose activity, negative = inhibition, actives largely listed as inhibitors. 410,000 tested, 0.12% active; further: nearly all actives have a fitted effect of over 50% in size
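T. brucei PYK with substrate was exposed to pin-transferred compounds across a concentration series, then started with 130 uM ADP (final). After 45 min at room temperature, Kinase-Glo Plus luminescence was read, normalized and curve-fitted.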
The depositor's hits bear a star; [ ] = another dose, or the depositor's remark. The call rests on the fitted dose curve; in most records, active means well fitted curve in the direction sought with a large enough effect; inconclusive means small, poorly fitted or top-dose-only effect, or another doubt; inactive means no such curve, though single readings can be large; an effect the other way counts as inactive or inconclusive. Unless noted, on the % scale 0 is the no-effect control and ±100 the full control effect; potency means the concentration at half of the fitted maximal effect. Some of the compounds tested; the hit share may differ from the screen's.

What do the screens show for `COc1cc(C(=O)NCC(c2cccs2)N2CCOCC2)ccc1OCc1ccccc1` (stereo not given)?
AMA1-RON2 inh: -8%; TbPYK inhibitor: -3%

Results for CC(=O)c1ccc(-c2cccc3nccn23)cc1 ?
AMA1-RON2 inh: -1%; TbPYK inhibitor: 0%

Results for CCC/C=C/c1ccc(CN2C(C)C(=O)N(Cc3cn(CC4CCCCC4)nn3)CCS2(=O)=O)cc1 (stereo not given) ?
AMA1-RON2 inh: -4%; TbPYK inhibitor: 0%

Results for C=C1C(=O)[C@]23C[C@H]1CCC2[C@@]1(C)C(C[C@@H]3O)[C@](C)(C(=O)OC)CC[C@@H]1O (stereo not given in full) ?
AMA1-RON2 inh: 23%; TbPYK inhibitor: -14%

What do the screens show for `Cc1ccc(S(=O)(=O)NC(=O)C2(C)CCN2C(=O)C2(c3ccc(Cl)cc3)CC2)cc1` (stereo not given)?
AMA1-RON2 inh: 7%; TbPYK inhibitor: 8%

How did O=S1(=O)CC(O)C(O)CS1 (stereo not given) do in these assays?
AMA1-RON2 inh: 5%; TbPYK inhibitor: -24%

What do the screens show for `O=C(NNC(=O)c1ccc(Cl)c(Cl)c1)c1ccncc1`?
AMA1-RON2 inh: 68%[activator]; TbPYK inhibitor: -2%

How did CC1(C)C[C@H]2C3=CCC4[C@@]5(C)CC[C@H](O)[C@](C)(CO)C5CC[C@@]4(C)[C@]3(C)C[C@@H](O)[C@@]2(CO)[C@@H](O)[C@@H]1O (stereo not given in full) do in these assays?
AMA1-RON2 inh: 2%; TbPYK inhibitor: -3%

Results for COc1cc(S(=O)(=O)N2CCOCC2)ccc1NC(=O)COC(=O)/C=C/c1cc(OC)c(OC)c(OC)c1 ?
AMA1-RON2 inh: 2%; TbPYK inhibitor: -5%

Results for O=C(CCNS(=O)(=O)c1ccccc1)OCc1ccc([N+](=O)[O-])cc1 ?
AMA1-RON2 inh: -2%; TbPYK inhibitor: 2%

How did O=C(CN1CCN(Cc2ccc3c(c2)OCO3)CC1)Nc1ccc2[nH]c(=O)[nH]c2c1 do in these assays?
AMA1-RON2 inh: -15%; TbPYK inhibitor: 0%

Results for COCOCCn1cc(CN2CCS(=O)(=O)N(Cc3ccc(-c4ccc(C)cc4)cc3)C(CC(C)C)C2=O)nn1 (stereo not given) ?
AMA1-RON2 inh: 17%; TbPYK inhibitor: 0%

Part of the list above in order of formula weight, low to high.
Results for CC(=O)c1ccc(-c2cccc3nccn23)cc1 ?
AMA1-RON2 inh: -1%; TbPYK inhibitor: 0%

Results for C=C1C(=O)[C@]23C[C@H]1CCC2[C@@]1(C)C(C[C@@H]3O)[C@](C)(C(=O)OC)CC[C@@H]1O (stereo not given in full) ?
AMA1-RON2 inh: 23%; TbPYK inhibitor: -14%

How did O=C(CN1CCN(Cc2ccc3c(c2)OCO3)CC1)Nc1ccc2[nH]c(=O)[nH]c2c1 do in these assays?
AMA1-RON2 inh: -15%; TbPYK inhibitor: 0%

Following part.
Results for c1ccc2oc(-c3nn4c(Cn5cnc6ccccc65)nnc4s3)cc2c1 ?
AMA1-RON2 inh: 14%; TbPYK inhibitor: 1%

Results for Cc1cc(C)nc(SCC(=O)NC(=O)c2ccccc2O)n1 ?
AMA1-RON2 inh: -6%; TbPYK inhibitor: -21%

Results for CC(C)Oc1ccc(F)cc1-c1cc(C(=O)NCc2ccc(C(F)(F)F)cc2)[nH]n1 ?
AMA1-RON2 inh: 16%; TbPYK inhibitor: 7%

Results for CC1(C)CC(=O)C=C(c2ccc(-c3ccc(S(C)(=O)=O)cc3)cc2)C1=O ?
AMA1-RON2 inh: -12%; TbPYK inhibitor: 3%

How did Nc1c(N(Cc2ccco2)C(=O)COc2ccc(Cl)cc2)c(=O)[nH]c(=O)n1Cc1ccccc1 do in these assays?
AMA1-RON2 inh: 7%[11.6 µM]; TbPYK inhibitor: -14%

Results for CCN(CC)CCCN1C(=O)C(O)=C(C(=O)c2ccco2)C1c1ccc(C)o1 (stereo not given) ?
AMA1-RON2 inh: 17%; TbPYK inhibitor: -2%

How did O=C(COC(=O)c1cccnc1Cl)Nc1ccc(S(=O)(=O)N2CCOCC2)cc1 do in these assays?
AMA1-RON2 inh: -3%; TbPYK inhibitor: -1%

What do the screens show for `NS(=O)(=O)c1cnccc1Oc1cccc(Cl)c1`?
AMA1-RON2 inh: -18%; TbPYK inhibitor: 1%

What do the screens show for `CCOC(=O)[C@]12CCCC=C1N(Cc1ccc(Cl)cc1Cl)C(=O)[C@H](CC(=O)NCC1CCCCC1)C2`?
AMA1-RON2 inh: 3%; TbPYK inhibitor: 0%

How did COc1ccc2[nH]c3c(c2c1)CCN1C(=O)C(CC(=O)NC(C)(C)C)C[C@H](C(=O)N2CCCCC2)[C@@]31C (stereo not given in full) do in these assays?
AMA1-RON2 inh: -13%; TbPYK inhibitor: 2%

Results for CCN(CC)C(=O)c1cccc(-c2csc(C(NC(C)=O)c3cccc(OC)c3)n2)c1 (stereo not given) ?
AMA1-RON2 inh: 2%; TbPYK inhibitor: 4%

How did C[C@@H]1CN([C@@H](C)CO)C(=O)c2ccccc2-c2ccccc2CO[C@@H]1CN(C)S(=O)(=O)c1ccc(C(F)(F)F)cc1 do in these assays?
AMA1-RON2 inh: -2%; TbPYK inhibitor: -8%

Reprinted from the part before: 5 compounds, followed by the next part.
What do the screens show for `NS(=O)(=O)c1cnccc1Oc1cccc(Cl)c1`?
AMA1-RON2 inh: -18%; TbPYK inhibitor: 1%

What do the screens show for `CCOC(=O)[C@]12CCCC=C1N(Cc1ccc(Cl)cc1Cl)C(=O)[C@H](CC(=O)NCC1CCCCC1)C2`?
AMA1-RON2 inh: 3%; TbPYK inhibitor: 0%

How did COc1ccc2[nH]c3c(c2c1)CCN1C(=O)C(CC(=O)NC(C)(C)C)C[C@H](C(=O)N2CCCCC2)[C@@]31C (stereo not given in full) do in these assays?
AMA1-RON2 inh: -13%; TbPYK inhibitor: 2%

Results for CCN(CC)C(=O)c1cccc(-c2csc(C(NC(C)=O)c3cccc(OC)c3)n2)c1 (stereo not given) ?
AMA1-RON2 inh: 2%; TbPYK inhibitor: 4%

How did C[C@@H]1CN([C@@H](C)CO)C(=O)c2ccccc2-c2ccccc2CO[C@@H]1CN(C)S(=O)(=O)c1ccc(C(F)(F)F)cc1 do in these assays?
AMA1-RON2 inh: -2%; TbPYK inhibitor: -8%

What do the screens show for `CC1(C(=O)Nc2ccc3[nH]ncc3c2)CCN1C(=O)C1(c2ccccc2)CC1` (stereo not given)?
AMA1-RON2 inh: -22%; TbPYK inhibitor: -5%

How did O=C(c1ccco1)N1CCN(c2ncnc3scc(-c4ccc(Cl)cc4)c23)CC1 do in these assays?
AMA1-RON2 inh: 0%; TbPYK inhibitor: 4%

Results for COC1=CC(=O)OC(c2ccco2)C1 (stereo not given) ?
AMA1-RON2 inh: -6%; TbPYK inhibitor: 4%

Results for CC(OC(=O)[C@@H]1CCCN1C(=O)c1cccs1)C(=O)Nc1cccc([N+](=O)[O-])c1 (stereo not given in full) ?
AMA1-RON2 inh: -8%; TbPYK inhibitor: -8%

What do the screens show for `COc1ccc(NC(=O)C2(C)CCN2C(=O)c2ccccc2CCc2ccccc2)cc1OC` (stereo not given)?
AMA1-RON2 inh: -19%; TbPYK inhibitor: 1%

What do the screens show for `Nc1ncnc2c1ncn2[C@@H]1O[C@H](C(=O)N2CCCN(Cc3ccccc3F)CC2)[C@@H](O)[C@H]1O`?
AMA1-RON2 inh: 0%; TbPYK inhibitor: 0%

How did OCC1OC(c2ccccc2)OC2COC(c3ccccc3)OC12 (stereo not given) do in these assays?
AMA1-RON2 inh: -5%; TbPYK inhibitor: 6%

How did COc1ccc(C(=O)N/N=C/c2ccc(N(C)c3ccccc3)cc2)cc1 do in these assays?
AMA1-RON2 inh: 39%[activator]; TbPYK inhibitor: 3%

Results for C[C@@H]1CN([C@H](C)CO)C(=O)c2cc(-c3ccc(F)cc3)cnc2O[C@H]1CN(C)C(=O)c1ccc(F)cc1 ?
AMA1-RON2 inh: 4%; TbPYK inhibitor: -11%

What do the screens show for `S=C(SSC(=S)N1CCOCC1)N1CCOCC1`?
AMA1-RON2 inh: 89%[activator]; TbPYK inhibitor: 3.2µM*

What do the screens show for `OCCCn1c(CCNc2nc(-c3ccc(Cl)cc3)cs2)nc2cc(C(F)(F)F)ccc21`?
AMA1-RON2 inh: -4%; TbPYK inhibitor: 0%

Results for Cc1cccc[n+]1CC(=O)c1ccc(Cl)cc1 ?
AMA1-RON2 inh: -4%; TbPYK inhibitor: 0%

Results for O=C(COC(=O)c1ccc([N+](=O)[O-])s1)NNC(=O)c1ccccc1 ?
AMA1-RON2 inh: 100%[activator]; TbPYK inhibitor: -9%

How did CCOC(=O)c1sc(N)nc1C(F)(F)F do in these assays?
AMA1-RON2 inh: -2%; TbPYK inhibitor: -16%

Results for Cc1cc(C)n2c(SCC(=O)Nc3cc(S(=O)(=O)N(C)C)ccc3C)nnc2n1 ?
AMA1-RON2 inh: 8%; TbPYK inhibitor: -1%

How did OCC[C@@H]1C[C@H](O)[C@@H](O)[C@]2(OCc3cc(Cl)ccc32)O1 do in these assays?
AMA1-RON2 inh: 23%; TbPYK inhibitor: 1%

What do the screens show for `CNC(=O)Oc1ccccc1C1CCCCC1`?
AMA1-RON2 inh: 9%; TbPYK inhibitor: 1%

How did Cn1cccc1C(=O)OCC(=O)NCc1cccs1 do in these assays?
AMA1-RON2 inh: 9%; TbPYK inhibitor: 5%

Results for CCC(=O)c1cc(Br)ccc1OCC(=O)N1CCN(S(=O)(=O)c2ccccc2)CC1 ?
AMA1-RON2 inh: 4%; TbPYK inhibitor: 6%

How did Nc1cc2[nH]c(=O)c3ccccc3c2cc1[N+](=O)[O-] do in these assays?
AMA1-RON2 inh: -1%; TbPYK inhibitor: -1%

Results for CCOC(=O)CCCCCCCCC(=O)Nc1ccc(-n2[nH]c(=O)cc2C)cc1 ?
AMA1-RON2 inh: inconclusive; TbPYK inhibitor: -1%

What do the screens show for `C=CCN(c1ccccc1OC)S(=O)(=O)c1cccc(C(=O)NCC(c2ccc(OC)cc2)N2CCCC2)c1` (stereo not given)?
AMA1-RON2 inh: 7%[11.6 µM]; TbPYK inhibitor: 0%

Results for CC1(C(=O)NS(=O)(=O)c2ccccc2Cl)CCN1C(=O)CCc1ccccc1 (stereo not given) ?
AMA1-RON2 inh: 43%[activator]; TbPYK inhibitor: 5%

Results for CCCNC(=O)C1(C)CCN(Cc2csc3ccccc23)C1 (stereo not given) ?
AMA1-RON2 inh: -3%; TbPYK inhibitor: -6%

Results for COc1nc(N)nc(NC(=O)c2cccs2)c1N=O ?
AMA1-RON2 inh: -13%; TbPYK inhibitor: 0%

How did CC1CC(C)CN(C(=O)COC(=O)c2ccc(S(=O)(=O)N(C)c3ccccc3)cc2)C1 (stereo not given) do in these assays?
AMA1-RON2 inh: 24%; TbPYK inhibitor: 4%

Results for COc1cccc(NC(=O)C2CCN(S(=O)(=O)c3ccc(N4CCCC4=O)cc3)CC2)c1 ?
AMA1-RON2 inh: -4%; TbPYK inhibitor: 1%

Results for COc1ccc(-c2oc3ccc(-c4ccc5c(c4)OCO5)cc3c2-c2ccc(OC)nc2)cc1 ?
AMA1-RON2 inh: -4%; TbPYK inhibitor: 3%

How did Cc1ccc(S(=O)(=O)N(C)C[C@@H]2OCc3cnnn3CCCC(=O)N([C@@H](C)CO)C[C@@H]2C)cc1 do in these assays?
AMA1-RON2 inh: 8%; TbPYK inhibitor: 1%

Results for Cc1nn(-c2ccccc2)c(C)c1C(=O)OCC(O)=C(C#N)c1nc2ccccc2[nH]1 ?
AMA1-RON2 inh: 61%[activator]; TbPYK inhibitor: 1%

How did CCOC(=O)C1(C)CCCN(C(=O)c2cccs2)C1 (stereo not given) do in these assays?
AMA1-RON2 inh: 0%; TbPYK inhibitor: 0%

What do the screens show for `CC[C@@]1(C(=O)OC)N[C@H](CN(C)C(=O)NC(C)C)[C@@H]2C(=O)N(Cc3ccccc3)C(=O)[C@@H]21`?
AMA1-RON2 inh: -5%; TbPYK inhibitor: -5%

How did O=C(Oc1nsnc1N1CCOCC1)N1CCCC1 do in these assays?
AMA1-RON2 inh: -20%; TbPYK inhibitor: -7%

Results for CCC(C)c1ccc(NC(=O)COC(=O)CCNS(=O)(=O)c2cccs2)cc1 (stereo not given) ?
AMA1-RON2 inh: 9%; TbPYK inhibitor: -8%

Results for Fc1ccc(-c2nc3c(Cl)cc(C(F)(F)F)cn3c2Cc2ccsc2)cc1 ?
AMA1-RON2 inh: 7%; TbPYK inhibitor: -3%

Results for CC(=O)c1ccc(S(=O)(=O)N2CCN(CCOc3ccccc3)CC2)cc1 ?
AMA1-RON2 inh: -7%; TbPYK inhibitor: 1%

Results for O=C(Nc1ccc(N2CCCCC2)c(S(=O)(=O)Nc2ccccc2Cl)c1)c1cccnc1 ?
AMA1-RON2 inh: -2%; TbPYK inhibitor: -8%

What do the screens show for `O=C(O)c1ccccc1C=NN=C1c2ccccc2-c2ccccc21`?
AMA1-RON2 inh: -9%; TbPYK inhibitor: 0%

Results for CC1(CCCc2ccc(N(CCCl)CCCl)cc2)NC(=O)NC1=O (stereo not given) ?
AMA1-RON2 inh: -16%; TbPYK inhibitor: -12%

How did COc1ccc(S(=O)(=O)N(C)C[C@H]2OCCCC[C@H](C)Oc3ccc(NC(=O)Nc4ccc(F)cc4)cc3C(=O)N([C@H](C)CO)C[C@H]2C)cc1 do in these assays?
AMA1-RON2 inh: -12%; TbPYK inhibitor: -6%
